XIAP antagonists – XIAP antagonists, biochemical, IAP family, fluorescence polarization (AID 1018); XIAP BIR domain, fluorescence polarization peptide displacement; higher % means a stronger effect; displacement, % at 20 µM; hits with a dose series show IC50 in µM; actives 0.007% (n = 200,000); in the data active = displacement above about 50%; also: a part of the inactive calls stands beside numbers as strong as those of hits
NS5 inhibitors – Dengue-2 NS5 methyltransferase inhibitors, primary screen, biochemical, confirmation dose response (AID 588689); Dengue-2 NS5 methyltransferase capping enzyme assay, biochemical; higher % means a stronger effect; one-dose inhibition, % at 25 µM; IC50 in µM for titrated hits; actives 0.3% (n = 340,000); in the data active = a potency from the dose series; inconclusive = inhibition above about 29% without an active follow-up result
HEK293 NOD2/NF-kB – NOD2 signaling inhibitors, cell-based, luminescence, uHTS, HEK293 (AID 1566); actives 0.63% (n = 290,000); inhibition, % at 4 µM; hits with a dose series show EC50 in µM; HEK293 NOD2/NF-kB luciferase reporter, luminescence; higher % means a stronger effect; also: many of its hits are not listed in these tables
SIAH1 antagonists – blockers of Siah-1 interaction with plectin peptide – biochemical, fluorescence polarization, rhodamine-plectin, uHTS, primary screen (AID 1817); Siah-1 / rhodamine-plectin peptide fluorescence polarization; higher % means a stronger effect; one-dose displacement, % at 20 µM; IC50 in µM for titrated hits; actives 0.02% (n = 290,000);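 active = displacement of at least 50% at 20 µM, with a fluorescence ratio check between 0.3 and a set limit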;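 also: plate controls were Siah plus tracer with DMSO for no effect and tracer alone without Siah for full effect; strong numbers were not always called active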
Hep lipid drop – hepatic lipid droplet formation modulation | AML12 mouse hepatocytes, oleate lipid droplets, BODIPY imaging | inhibition, % at 6.5 µM | actives 0.4% (n = 240,000);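 active = lipid droplet intensity inhibited by at least 50%, with more than 500 cells counted; inconclusive = wells with under 300 cells, treated as cytotoxic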
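Test system: AML12 hepatocytes (mouse); reagent: oleate loading, 100 µM; dosing: one dose, 6.5 µM compound; incubation: overnight exposure; signal: fluorescence imaging, 20x objective, two fields per well; read-out basis: % inhibition of corrected integrated BODIPY droplet signal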
Myeloid diff MLP – promotes myeloid progenitor differentiation. actives 1% (n = 360,000). calls only at 10 µM. ER-HoxA9 myeloid progenitors, lysozyme-GFP differentiation, flow cytometry;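 active = normalized GFP-positive differentiation at or above the plate's own cutoff, the solvent-only control mean plus 3 SD; inconclusive = no clear call, values can overlap the other calls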;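 also: cells exposed to compound for four days before flow analysis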
LYP inhibition – inhibitors of LYP phosphatase, biochemical, fluorescence intensity, uHTS (AID 1779). recombinant LYP phosphatase, fluorescence intensity; higher % means a stronger effect. one-dose inhibition, % at 11.5 µM; IC50 in µM for titrated hits. actives 0.054% (n = 290,000);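 also: plate controls were vehicle with enzyme for no effect and no enzyme for full effect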
HIV peptide binding – cell-free HIV fusion peptide-binding blockers – biochemical, uHTS, fluorescence dequenching, primary screen (AID 1986); cell-free peptide binding, fluorescence dequenching, 30 min; higher % means a stronger effect; one-dose inhibition, % at 20 µM; IC50 in µM for titrated hits; actives 0.3% (n = 290,000); in the data active = inhibition mostly above about 52%, no sharp cut-off; inactive = mostly below about 76%; also: some results filed as inactive read as strong as hits
AID2073 – inhibitors of Mint1-CaV2.2 protein interaction, biochemical, HTRF (AID 2073); HTRF protein-protein interaction, Mint1-CaV2.2; higher % means a stronger effect; inhibition, % at 20 µM; hits with a dose series show IC50 in µM; actives 0.19% (n = 290,000); in the data active = inhibition mostly above about 51%, no sharp cut-off; inconclusive = no clear call, values can overlap the other calls; inactive = mostly below about 53%; also: some results filed as inactive read as strong as hits
Hep lipid drop cells 6.5 µM – also measured in Hep lipid drop; calls as there; cell count; measured here: cell count, cytotoxicity flag;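 cells counted across two imaged fields per well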
NS5 inhibitors pilot replicate – also measured in NS5 inhibitors; calls as there; inhibition, %; measured here: pilot screen replicate inhibition
Myeloid diff MLP GFP+ MAC1+ % – further read-out of Myeloid diff MLP, marked with its call; GFP+ MAC1+ double positive, %; measured here: differentiation confirmed by MAC1 staining
The depositor's hits bear a star; i = inactive; ? = inconclusive; . = not tested or not shown; + = active, no number. Rule as the data show it, unless noted: active = inhibition above about 50%; inactive = the rest. An excerpt; rates above refer to the full screens.

SMILES	XIAP antagonists	NS5 inhibitors	HEK293 NOD2/NF-kB	SIAH1 antagonists	Hep lipid drop	Hep lipid drop cells 6.5 µM	Myeloid diff MLP	Myeloid diff MLP GFP+ MAC1+ %	LYP inhibition	HIV peptide binding	AID2073	others
CC(C)c1ccc(NC(=O)c2cccc(NC3=NC4CS(=O)(=O)CC4S3)c2)cc1 (centres undefined)	.	-5%	9%	10%	-6	640	i	2.4	-7%	-0.5%	2%
Cc1sc2c(c1C)C(O)=C(C(=O)Nc1ccccc1)S(=O)(=O)N2C	.	1%	-16%	-6%	.	.	i	1.2	-5%	9.0%	-23%
Cc1ccc(S(=O)(=O)Nc2ccc3[nH]ccc3c2)cc1	.	-1%	14%	-2%	2	419	i	0.9	-6%	-1.7%	5%
CC1(C)CC(=O)C=C(NCC(=O)O)C1	-2.0%	-6%	4%	0%	.	.	i	1.1	-8%	-1.7%	13%
Cn1c(CCN2CCCCC2)nc2cc(NC(=O)C3CCCCC3)ccc21	-2.1%	-8%	20%	4%	.	.	i	0.6	-6%	0.3%	40%
CCC(=O)N1CCc2cc(Br)cc(S(=O)(=O)N3CCC(C(=O)NCCCOC(C)C)CC3)c21	.	-2%	-9%	-5%	-1	778	?	.	-10%	-0.5%	6%
COc1ccc(N(CC(=O)NCCSCc2ccc(C)cc2)S(=O)(=O)c2ccccc2)cc1	.	-5%	-5%	8%	-17	798	i	0.6	-3%	0.7%	3%
CC(NC(=O)CCC1COc2ccccc2O1)c1ccccc1 (centres undefined)	-4.2%	-6%	-1%	1%	5	789	i	5.7	-7%	-1.3%	3%
C=C(C)c1cccc(C(C)(C)NC(=O)N2CCN(c3ccc(OC)cc3)CC2)c1	1.8%	-1%	-38%	-6%	-14	561	i	1.5	6%	0.4%	-11%
CCN(CC)c1ccc(/C=N/NC(=O)CNC(=O)/C=C/c2ccco2)cc1	.	0%	-3%	5%	.	.	?	.	2%	-1.4%	0%
Cc1c(C#N)sc(C(N)=O)c1C	-8.1%	4%	21%	-1%	-4	685	i	0.1	-6%	0.1%	-10%
COc1cc(CNCCO)cc(Cl)c1OCc1ccccc1Cl	-2.7%	-6%	6%	16%	2	636	i	0.3	-3%	-1.1%	1%
CCCCC(=O)Nc1ccc2c3c(cccc13)C(=O)N2CC	1.2%	2%	-9%	0%	.	.	i	3.7	-8%	-0.5%	3%
CCOC(=O)N1CCN(C(=O)c2ccc3c(=O)n(Cc4ccccc4OC)c(=S)[nH]c3c2)CC1	-3.7%	-1%	23%	1%	.	.	i	1.5	-4%	0.2%	-24%
CCCCN1C(=O)C2C3C=CC(C2C1=O)C1C2C(=O)N(CCCC)C(=O)C2C31 (centres undefined)	-8.3%	-5%	-7%	-5%	6	610	i	0.5	-12%	-1.7%	-1%
COc1ccc(CN(C(C)=O)c2cccc(C)c2C)cc1	-4.6%	0%	-7%	-5%	-13	747	i	0.9	-10%	-1.7%	-1%
CCC(=O)N1CCc2cc(S(=O)(=O)NC(Cc3ccccc3)C(=O)O)ccc21 (centres undefined)	.	-6%	1%	-1%	-2	753	i	0.9	-8%	-0.6%	2%
c1ccc2c3c([nH]c2c1)C1(CCCCC1)NCC3	-2.2%	-9%	3%	4%	5	706	i	2.3	-1%	0.2%	13%
N#Cc1ccc(CO/N=C/c2ccccc2)cc1	-8.8%	-1%	-25%	1%	-9	665	i	0.4	-7%	-1.3%	-5%
CC1CCCCN1C(=O)Cn1c(=O)oc2cc(S(=O)(=O)N3CCCCC3)ccc21 (centres undefined)	.	5%	22%	2%	-2	711	+	6.7*	-8%	2.3%	-6%
O=C(O)COCC(=O)Nc1ccc(Oc2ncnc3cc(Cl)ccc23)nc1	.	.	4%	3%	3	672	i	0.5	-4%	-0.9%	2%
COc1ccc(-c2[nH]c(-c3ccc(C)cc3)nc2SCC(=O)NCc2ccco2)cc1OC	-5.5%	-7%	13%	-2%	.	.	i	0.2	-4%	-1.7%	-1%
Cc1nc(C(C)N(C)Cc2nc(-c3ccc4c(c3)OCO4)no2)c(C)s1 (centres undefined)	-7.0%	-1%	-17%	-3%	-13	728	.	.	-8%	-0.2%	-6%
Cc1ccccc1C(=O)NC1CCN(Cc2nnnn2CCc2ccccc2)CC1	-5.2%	0%	19%	5%	13	708	i	1.0	-8%	0.1%	4%
CCN(CC)CCNC(=O)Cn1c(C)cc2ccccc2c1=O	-5.1%	2%	7%	9%	6	785	i	0.3	-7%	0.7%	1%
O=C(CNC(=O)c1cccc(F)c1)N/N=C/c1cccc([N+](=O)[O-])c1	-4.9%	-4%	-13%	-2%	-4	743	i	0.7	-7%	-2.1%	0%
COc1ccc(-c2cc(C)no2)cc1S(=O)(=O)Nc1ccccc1	.	0%	-34%	0%	2	751	?	.	-15%	-2.8%	8%
O=C(c1ccc(CNS(=O)(=O)c2cccc(Cl)c2)cc1)N1CCCCC1	.	-4%	5%	-2%	-7	782	i	1.0	-3%	0.1%	-11%
O=C1c2ccccc2C(=O)C1c1ccc(O)cc1	-8.6%	.	-14%	-5%	1	656	i	0.3	-6%	-0.3%	47%
Cc1nc2cc(NC(=O)Nc3ccccc3Cl)ccc2n1C	-3.8%	-3%	-138%	16%	3	681	i	0.2	-11%	0.2%	-9%
COC(=O)C(O)(CC(=O)Nc1cc(Cl)ccc1Cl)C(F)(F)F (centres undefined)	-4.2%	2%	4%	6%	-6	745	i	1.4	-7%	1.8%	1%
COC(=O)c1ccc(/C=N/NC(=O)C(=O)NCc2ccccc2)cc1	-9.5%	-1%	-10%	-2%	-1	717	i	0.2	-5%	0.5%	26%
COC(=O)c1c(-c2cccnc2)csc1NC(=O)c1ccc2c(c1)OCO2	.	5%	-104%	-3%	-1	746	i	0.8	-9%	3.1%	13%
C=CCn1c(C)cc(C2=NNC(=Nc3ccc(C)cc3)SC2)c1C	-4.0%	-4%	3%	3%	34	692	i	0.2	3%	1.4%	12%
O=C(CN1c2ccccc2Sc2ccccc21)N/N=C/c1ccc([N+](=O)[O-])cc1	.	-6%	-20%	10%	-16	703	i	0.5	9%	-0.8%	0%
COc1ccc(-c2nc(CSCC(=O)NCCCN3CCCC3=O)c(C)o2)cc1OC	.	-8%	-2%	7%	3	705	i	1.5	-13%	2.1%	4%
COc1ccc(N/C=C(\C#N)c2nc3ccccc3n2C)c(OC)c1	1.0%	1%	8%	0%	.	.	i	0.5	-5%	5.4%	4%	NS5 inhibitors pilot replicate=-3.9
CC1=CC(C)C(C(=O)O)C(C(=O)O)C1 (centres undefined)	-7.6%	-11%	-4%	-4%	.	.	i	7.6	-10%	-1.3%	-6%
COc1ccc(Nc2ncccc2C(=O)Nc2ccccc2)cc1	-4.6%	2%	9%	-8%	.	.	i	0.6	0%	-1.4%	-6%
Cc1ccc(S(=O)(=O)N2CCCN(C(=O)OC(C)(C)C)CC2)cc1	.	-3%	19%	15%	.	.	i	0.6	0%	0.4%	9%
O=C(O)CCCNC(=O)CCn1nnc2ccccc2c1=O	.	3%	13%	4%	2	738	i	0.2	-6%	-1.5%	-1%
Cc1ccc(S(=O)(=O)N2CCOCC2)cc1NC(=O)CN1CCN(c2ccc(O)cc2)CC1	-7.5%	-4%	7%	4%	4	652	i	0.0	-4%	6.3%	-3%
COC(=O)c1cn(-c2ccccc2)nc1-c1ccccc1	-3.9%	-3%	16%	1%	.	.	i	1.5	-4%	3.4%	-4%
CCSC1=NC(=O)/C(=C2/C=Cc3ccccc3N2CC)S1	23%	1%	7%	-2%	34	784	i	0.4	4%	-7.4%	9%
CCN(Cc1ccccc1)c1ccc(/C=N/N2CCOCC2)cc1	-0.3%	-11%	-18%	-2%	-32	586	i	0.1	4%	-0.5%	0%

The closing 2 compounds of the part above come first, to join the parts.
SMILES	XIAP antagonists	NS5 inhibitors	HEK293 NOD2/NF-kB	SIAH1 antagonists	Hep lipid drop	Hep lipid drop cells 6.5 µM	Myeloid diff MLP	Myeloid diff MLP GFP+ MAC1+ %	LYP inhibition	HIV peptide binding	AID2073	others
CCSC1=NC(=O)/C(=C2/C=Cc3ccccc3N2CC)S1	23%	1%	7%	-2%	34	784	i	0.4	4%	-7.4%	9%
CCN(Cc1ccccc1)c1ccc(/C=N/N2CCOCC2)cc1	-0.3%	-11%	-18%	-2%	-32	586	i	0.1	4%	-0.5%	0%
c1ccc(N2CCN(c3ncnc4scc(-c5cccs5)c34)CC2)cc1	3.7%	-6%	22%	0%	-39	710	i	12	6%	-2.5%	-10%
CC1CC1C(=O)OCC(=O)NCc1ccc(Cl)cc1Cl (centres undefined)	-4.4%	-2%	-7%	2%	-4	786	i	2.1	3%	4.3%	15%
O=C(CC1CCCCC1)NCc1ccc(Cl)cc1	.	-10%	-13%	-5%	0	805	i	0.4	-7%	-0.6%	7%
O=C(Nc1ccc(Cl)cc1)C1C2CCC3C(CCC21)C3(Cl)Cl (centres undefined)	-1.4%	1%	-8%	-3%	.	.	i	0.0	10%	5.8%	-2%
Cc1ccc(C(=O)N2CCSCC2)cc1	-3.5%	4%	15%	1%	20	751	i	1.0	3%	3.3%	10%
COc1cc(CNn2cn[nH]c2=S)ccc1OCC(=O)NC(C)(C)C	.	1%	6%	12%	.	.	i	1.6	-13%	1.8%	-27%
C/C(=N\NC(=O)C1CC1)c1ccc(OC(F)F)cc1	.	2%	15%	3%	16	859	i	0.2	-10%	-0.2%	-1%
COc1ccc(CN2CCNC(=O)C2CC(=O)N(C)CCc2cnn(C)c2)c(F)c1 (centres undefined)	.	12%	13%	32%	23	767	?	.	-10%	-0.4%	5%
Cn1nnnc1SCC(=O)Nc1ccccc1C(=O)NCc1ccccc1	3.8%	0%	-21%	9%	-1	721	i	7.7	2%	1.7%	-3%
O=C(CCCC(=O)Nc1cccnc1)Nc1cccnc1	-12%	7%	21%	-2%	0	769	i	1.0	-12%	-0.1%	-6%
O=C(O)c1cccc2[nH]c(C(F)(F)F)nc12	-6.6%	0%	10%	5%	.	.	i	0.8	-6%	-0.7%	-6%
COc1ccc2c(CC(=O)N[C@@H](Cc3c[nH]c4ccccc34)C(=O)O)cc(=O)oc2c1	.	10%	-14%	0%	13	848	i	0.6	-3%	-0.5%	13%
CCOc1cccc2sc(=NC(=O)c3ccc(S(=O)(=O)N4CCOCC4)cc3)n(C)c12	-3.2%	3%	8%	3%	.	.	i	1.2	1%	-1.9%	?
O=C(Cn1cncn1)N/N=C/c1ccccc1Cl	.	0%	22%	-4%	-5	684	i	0.4	-7%	0.7%	8%
O=C(Cn1nc([N+](=O)[O-])nc1Br)NC1CCCCC1	.	-1%	-2%	-1%	-2	804	i	0.6	-3%	0.5%	6%
